Screening results (PubChem)
Tau FP inhib = qHTS for Inhibitors of Tau Fibril Formation, Fluorescence Polarization | Microtubule-associated protein tau (Homo sapiens), P10636 | K18 P301L tau heparin fibrillization, Alexa594 FP, 6 h | Potency, µM (series often up to 57.7 µM), without a hit: at the top dose activity, negative = inhibition, hits mostly inhibitors | 0.39% of 280,000 active | AID 1468, 2008; note: nearly all actives have a fitted effect of over 55% in size
Target sequence (P10636 561-689 P618L limits assumed): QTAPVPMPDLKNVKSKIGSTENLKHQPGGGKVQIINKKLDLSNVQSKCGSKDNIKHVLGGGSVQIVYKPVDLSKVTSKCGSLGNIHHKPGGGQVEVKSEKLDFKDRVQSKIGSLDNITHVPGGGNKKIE
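Compound effects on tau fibrillization are measured by Alexa 594 fluorescence polarization (ex 555, em 632 nm). K18 P301L tau is used at 15 uM with 0.24 uM labeled tracer, and 20 uM heparin induces aggregation over 6 hr at 37 C.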
RGS12 GoLoco inh = qHTS Assay for Inhibitors of RGS12 GoLoco Motif Activity (Red Fluorophore). Guanine nucleotide-binding protein G(i) subunit alpha-1 (Homo sapiens), P63096. Gai1:RGS12 GoLoco peptide FP, rhodamine, 10 min. Potency, µM (top dose mostly 61.6 µM), inactives show top-dose activity, negative = inhibition, hits mostly inhibitors. 0.44% of 230,000 active; active = well fitted inhibition curve with a large enough effect, not every such curve was filed as active; inactive = no such curve, though single readings can be large or run the other way; note: nearly all actives have a fitted effect of over 30% in size; many of its hits are not listed in these tables
JMJD2E inh = qHTS Assay for Inhibitors of Human Jumonji Domain Containing 2E (JMJD2E) | Lysine-specific demethylase 4E (Homo sapiens), B2RXH2 | JMJD2E catalytic domain, FDH-coupled NADH fluorescence (FDH is formaldehyde dehydrogenase) | Potency, µM (series often up to 57.1 µM), for inactives: top-dose activity change, negative = inhibition, hits mostly inhibitors | 1.6% of 230,000 active; active = well fitted inhibition curve with a large enough effect, not every such curve was filed as active; inconclusive = small, poorly fitted or top-dose-only effect, or another doubt; inactive = no such curve, though single readings can be large or run the other way;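 note: 0% = wells with enzyme and -100% = buffer wells without enzyme; nearly all actives have a fitted effect of over 50% in size; many of its hits are not listed in these tables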
Target sequence (B2RXH2 1-337 limits assumed): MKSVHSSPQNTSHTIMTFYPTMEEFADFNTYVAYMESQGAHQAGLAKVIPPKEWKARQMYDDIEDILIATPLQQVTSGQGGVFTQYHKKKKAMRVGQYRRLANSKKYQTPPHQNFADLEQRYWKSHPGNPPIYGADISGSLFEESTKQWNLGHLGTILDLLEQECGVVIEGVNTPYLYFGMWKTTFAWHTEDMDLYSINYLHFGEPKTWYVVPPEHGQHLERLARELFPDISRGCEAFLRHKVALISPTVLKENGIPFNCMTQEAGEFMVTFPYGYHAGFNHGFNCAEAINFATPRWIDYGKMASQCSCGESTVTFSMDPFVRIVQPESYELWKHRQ
Tau ThT inhib = qHTS for Inhibitors of Tau Fibril Formation, Thioflavin T Binding. Microtubule-associated protein tau (Homo sapiens), P10636. recombinant tau K18 P301L (four-repeat tau fragment), heparin-induced fibrillization, ThT fluorescence. Potency, µM (top dose mostly 57.4 µM), for the others: at the highest dose activity, negative = inhibition, most hits filed as inhibitors. 2.1% of 270,000 active; note: nearly all actives have a fitted effect of over 55% in size
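Heparin-induced fibrillization of the P301L-mutant K18 repeat-domain fragment of human tau was followed by ThT binding in quantitative high-throughput format.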
RECQ1 helicase = qHTS Assay for Inhibitors of RecQ-Like Dna Helicase 1 (RECQ1). ATP-dependent DNA helicase Q1 (Homo sapiens), P46063. RECQ1 DNA unwinding, red fluorescence kinetic read. Potency, µM (titrated, usually from 57.3 µM), inactives show at the highest dose activity, negative = inhibition, usual class: inhibitors. 0.54% of 240,000 active. AID 2549, 2010;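 note: plate controls were vehicle for no effect and no enzyme for full effect; nearly all actives have a fitted effect of over 30% in size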
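50 nM RECQ1T1 preincubated 15 min with compound in Tris pH 8.0 buffer with MgCl2, DTT, Tween-20 and 2.5 ug/ml poly(dI-dC); started with 200 nM TAMRA/BHQ-2 forked duplex and 2 mM ATP. Unwinding read as fluorescence (525/598 nm), two reads 2 h apart.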
TRb-SRC2 inh = qHTS for Inhibitors of the Interaction of Thyroid Hormone Receptor and Steroid Receptor Coregulator 2; Thyroid hormone receptor beta (Homo sapiens), P10828; TRbeta-SRC2 peptide binding, fluorescence polarization; receptor liganded with 1 µM T3; Potency, µM (doses to about 106 µM), for the others: at the highest dose activity change, negative = inhibition, actives largely listed as inhibitors; 0.065% of 280,000 active; AID 1469, 2008;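 note: plate controls were bound peptide for no effect and peptide without receptor for full effect; nearly all actives have a fitted effect of over 50% in size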
Target sequence (P10828 whole entry, looked up): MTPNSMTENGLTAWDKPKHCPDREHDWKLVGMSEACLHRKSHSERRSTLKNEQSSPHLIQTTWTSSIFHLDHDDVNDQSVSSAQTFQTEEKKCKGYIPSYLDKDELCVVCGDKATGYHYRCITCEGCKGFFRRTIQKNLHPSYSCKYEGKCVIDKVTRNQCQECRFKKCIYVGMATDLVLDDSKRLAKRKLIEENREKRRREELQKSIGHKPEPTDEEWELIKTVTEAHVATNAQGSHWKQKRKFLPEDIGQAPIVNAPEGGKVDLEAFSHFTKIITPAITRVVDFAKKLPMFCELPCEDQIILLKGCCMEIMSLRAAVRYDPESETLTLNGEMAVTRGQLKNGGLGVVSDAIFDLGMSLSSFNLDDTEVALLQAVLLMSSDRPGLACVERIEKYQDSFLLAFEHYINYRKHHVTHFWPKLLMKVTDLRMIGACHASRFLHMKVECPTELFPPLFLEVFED
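Assay buffer: 20 mM Tris-HCl, 100 mM NaCl, 10% glycerol, 1 mM EDTA, 0.01% NP-40, 1 mM DTT, 1 uM T3, 5% DMSO; TRb LBD 0.6 uM, Texas Red SRC2 20 nM; FP after 5 hr.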
TR SRC2 fluor cs = Total Fluorescence Counterscreen for Inhibitors of the Interaction of Thyroid Hormone Receptor and Steroid Receptor Coregulator 2 | 0.29% of 280,000 active | TRb/SRC2 Texas Red total fluorescence interference | Potency, µM (titrated, usually from 106 µM), for inactives: at the top dose fluorescence change, negative = quenching; active = well fitted curve in either direction with a large enough effect; inconclusive = small, poorly fitted or top-dose-only effect
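Flags fluorescent or light-absorbing compounds by total fluorescence, S + 2P, at 555 nm excitation and 632 nm emission. Mixture: 20 nM Texas Red SRC2 peptide, 0.6 uM human TRb LBD, 1 uM T3, 5% DMSO; compound exposure 5 h at ambient temperature.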
L3MBTL1 block = qHTS Assay for the Inhibitors of L3MBTL1. Potency, µM (highest dose often 57.1 µM), for the others: top-dose activity, negative = inhibition, most hits filed as inhibitors. Lethal(3)malignant brain tumor-like protein 1 (Homo sapiens), Q9Y468. 0.66% of 230,000 active. AID 485360, 2010. AlphaScreen L3MBTL1–H3K9me1 peptide binding; note: nearly all actives have a fitted effect of over 60% in size
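AlphaScreen proximity signal between nickel-chelate acceptor and streptavidin donor beads (final 10 ug/mL) reports binding of 50 nM L3MBTL1 to 75 nM biotin-H3 K9me1 peptide; complex incubated with compounds 30 min at room temperature; cefsulodin titration as control.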
* hit, by the source's call; i = inactive; ? = inconclusive; · = no result given; [ ] = dose if it differs, or a comment. Unless noted, calls come from the whole dose curve; as a rule, active = well fitted curve in the direction sought with a large enough effect; inconclusive = small, poorly fitted or top-dose-only effect, or another doubt; inactive = no such curve, though single readings can be large; an effect the other way counts as inactive or inconclusive. Unless noted, % is set by controls: 0 for no effect and ±100 for the full control effect; potency is the fitted concentration of half-maximal effect.

SMILES	Tau FP inhib	RGS12 GoLoco inh	JMJD2E inh	Tau ThT inhib	RECQ1 helicase	TRb-SRC2 inh	TR SRC2 fluor cs	L3MBTL1 block
CCOC(=O)/C(C#N)=C/c1cccn1-c1ccc(Cl)cc1	-8%	9%	?	-3%	-17%	0%	-1%	-1%
O=C1CCc2cc(S(=O)(=O)NCc3ccccc3Cl)cc3c2N1CC3	-10%	·	·	2%	·	-2%	-1%	-3%
COC(=O)c1ccc(Oc2ccc3nnc(C)n3n2)cc1	5%	-1%	?	0%	i	-8%	-6%	4%
CCn1cnc2cc(NCc3cccc(OC)c3O)ccc21	-1%	3%	?	?	-5%	-9%	-3%	·
CCN(CC)c1ccc2cc(-c3nc(-c4ccc(Cl)cc4Cl)cs3)c(=O)oc2c1	5%	·	·	?	·	2%	-1%	·
CCN(Cc1ccccc1)C(=O)C(C)OC(=O)c1cc(S(=O)(=O)Nc2c(C)n(C)n(-c3ccccc3)c2=O)ccc1C (stereo not given)	-3%	1%	-1%	-4%	-3%	-1%	-1%	-4%
COc1ccc(S(=O)(=O)NC2CCCCC2)cc1C	-11%	12%	-4%	2%	-2%	-13%	0%	-1%[11.4 µM]
CCc1nc(SCC(=O)Nc2ccc(OC)cc2[N+](=O)[O-])n[nH]1	2%	2%	-5%	·	-4%	1%	0%	·
COc1ccc(-c2ccc(SCC(=O)c3ccc(F)cc3)nn2)cc1OC	0%	134%[activator]	-15%	?	-7%	7%	-2%	-1%
COc1ccc(-c2cn3c(n2)sc2cc(C(=O)NCc4ccccc4OC)ccc23)cc1	9%	·	·	-15%	·	2%	-20%	·
COCCOC(=O)c1c(NC(=O)CN2CCOCC2)sc(C(N)=O)c1C	-4%	4%	3%	0%	0%	0%	-1%	·
O=C(CC(C(=O)O)C1CCCO1)Nc1cccc(C(F)(F)F)c1 (stereo not given)	-6%	1%	-7%	-10%	1%	-13%	-1%	-10%
O=C(Cn1cc([N+](=O)[O-])cn1)N1CCc2ccccc21	5%	6%	0%	-6%	-11%	1%	-1%	-4%
CCC(=O)N(Cc1cc2ccc(C)cc2n2nnnc12)C1CCCCC1	9%	5%	-3%	-13%	-5%	-13%	1%	-3%
Cc1cccc(NCc2nc3ccccc3n2C)c1	-2%	-7%	-4%	-12%	i	-9%	-7%	·
Cc1ccc(CNC(=O)Cc2ccc(-n3cccc3)cc2)cc1	-10%	1%	7%	1%	-2%	-1%	1%	-11%
COC(=O)c1c(C)[nH]c(C)c1C(C)=O	-5%	-2%	-7%	-7%	-6%	-3%	-1%	2%
COCCCn1cc(C(=O)c2cc(Br)ccc2O)cc(C#N)c1=O	4%	40%[activator]	1%	-11%	1%	-8%	-3%	·
COc1cccc(CNC(=O)CCc2c(C)nc3c(c(C)nn3-c3ccc(C)c(C)c3)c2C)c1	-2%	·	·	4%	·	-3%	0%	·
CS(=O)(=O)c1ccc2nc(NC(=O)CS(=O)(=O)c3ccc(Cl)cc3)sc2c1	-7%	·	·	-7%	·	-3%	0%	·
Cc1nc(-c2nc(-c3c(C(=O)NN)noc3C)cs2)cs1	-3%	10%	49%[activator]	?	-6%	1%	0%	11%
CCC(=O)Nc1c2c(nn1-c1cccc(Cl)c1)CSC2	-5%	-5%	-3%	-8%	-3%	3%	-1%	4%
CCCC1Cc2nc(N3CCCCC3)c(C#N)cc2CO1 (stereo not given)	3%	12%	?	-3%	1%	8%	0%	53%[activator][11.4 µM]
Cc1nc(SCc2cccc(Oc3ccccc3)c2)n[nH]1	-2%	1%	2%	-5%	-7%	0%	-3%	7%
O=C(CSc1nc2c(oc3ccccc32)c(=O)n1-c1ccccc1)Nc1ccc(F)c(Cl)c1	-15%	·	·	-8%	·	-8%	4%	·

Profiles as entered above:
`CCN(Cc1ccccc1)C(=O)C(C)OC(=O)c1cc(S(=O)(=O)Nc2c(C)n(C)n(-c3ccccc3)c2=O)ccc1C` (stereo not given) is listed as Tau FP inhib: -3%; RGS12 GoLoco inh: 1%; JMJD2E inh: -1%; Tau ThT inhib: -4%; RECQ1 helicase: -3%; TRb-SRC2 inh: -1%; TR SRC2 fluor cs: -1%; L3MBTL1 block: -4%
`O=C1CCc2cc(S(=O)(=O)NCc3ccccc3Cl)cc3c2N1CC3` is listed as Tau FP inhib: -10%; RGS12 GoLoco inh: ·; JMJD2E inh: ·; Tau ThT inhib: 2%; RECQ1 helicase: ·; TRb-SRC2 inh: -2%; TR SRC2 fluor cs: -1%; L3MBTL1 block: -3%

Carrying on:
SMILES	Tau FP inhib	RGS12 GoLoco inh	JMJD2E inh	Tau ThT inhib	RECQ1 helicase	TRb-SRC2 inh	TR SRC2 fluor cs	L3MBTL1 block
Cc1ccc(Cl)cc1NC(=O)c1csnn1	-12%	·	·	?	·	-1%	-27%	·
Cn1c(C(=O)OC(C(=O)NC(C)(C)C)c2cccnc2)cc2sccc21 (stereo not given)	5%	3%	1%	-3%	-6%	-7%	0%	1%
CCOC(=O)c1cnn(-c2ncnc3sc4c(c23)CCC4)c1N	2%	11%	3%	?	10%	-3%	-3%	2%
O=C(Cn1cnc2cc([N+](=O)[O-])ccc2c1=O)Nc1ccc2c(c1)CCC2	13%	2%	-2%	-15%	-1%	4%	2%	·
COc1ccc(NC(=O)c2cc(-c3ccccc3F)no2)cc1	-8%	·	·	2%	·	-3%	4%	·
CCOC(=O)C1CCN(C(=O)c2cccc(S(=O)(=O)Nc3ccc(C)cc3C)c2)CC1	3%	3%	-4%	-1%	1%	-8%	-5%	-26%
COc1ccc2[nH]c3c(NCCC4=CCCCC4)ncnc3c2c1	?	2%	?	?	-11%	10%	-5%	·
CCOC(=O)c1c(C)[nH]c(C)c1C(=O)CSc1nc2ccccc2c(=O)n1-c1ccc(C)cc1	-8%	-3%	-2%	-8%	-7%	-3%	0%	-1%
CCN(CC)CCn1c(O)c(N=O)c2ccccc21	-3%	9%	-2%	-3%	-4%	7%	1%	6%
O=C(NCC(c1cccnc1)N1CCN(c2ccc(F)cc2)CC1)OCc1ccccc1 (stereo not given)	11%	-34%	5%	11%	7%	6%	-2%	·
COc1ccc(C(=O)OCC2CC(c3ccccc3)=NO2)cc1OC (stereo not given)	-7%	-1%	-12%	-17%	i	4%	-6%	1%[11.4 µM]
COc1ccccc1-c1c(C)nn2c(N3CCN(c4ccc(Cl)cc4)CC3)cc(C)nc12	7%	·	·	-13%	·	-8%	-28%	·
O=S(=O)(NCC1CCCO1)c1ccc(Cl)nc1 (stereo not given)	4%	-2%	6%	-6%	0%	3%	-3%	-2%
Cc1ccc(SC[C@H](Cc2ccccc2)N2CCN(CCc3ccccc3)CCC2=O)cc1	3%	1%	-21%	-11%	i	0%	-4%	·
O=C(NC1CCCC1)c1csc2c1CCCC2	2%	-24%	5%	4%	-5%	-14%	2%	57%[activator]
CCOC(=O)C(=CNc1cc(C)ccn1)C(=O)OCC	1%	1%	7%	-8%	-10%	4%	3%	6%
COc1ccccc1-c1nnc(SCC(=O)Nc2ccccc2)o1	0%	-5%	4%	5%	-3%	?	-1%	-9%
N#CCc1nn(-c2ccccc2)c(N)c1C#N	-5%	-16%	7%	-11%	i	-4%	-1%	8%
Cc1ccc2nc(COc3ccc(N(C)S(=O)(=O)c4ccccc4)cc3)cc(=O)n2c1	0%	-11%	?	?	-5%	6%	-2%	?
CC(C)n1c(-c2ccccc2)nc(=S)c2c1CCCC2	0%	2%	1%	8%	-4%	-9%	0%	0%
CCOc1nc(C)nc(NC(=O)NS(=O)(=O)c2ccccc2Cl)n1	5%	-2%	-5%	-6%	-7%	10%	1%	·
CCOC(=O)C(CCCOc1ccc(C(C)CC)cc1)C(=O)OCC (stereo not given)	4%	6%	-1%	-25%	-6%	1%	2%	·
CSS(=O)(=O)c1cccc2cccnc12	?	-17%	2.5µM*	?	-16%	1%	-4%	-8%
O=c1nc(N2CCOCC2)ccn1-c1nc(-c2ccccc2)sc1-c1ccccc1	-2%	-1%	5%	-3%	10%	1%	-2%	-5%
CC1=C(c2ccc(Cl)cc2)S(=O)(=O)N=C1N1CCC(C(=O)NCc2ccccc2F)CC1	9%	·	·	-8%	·	3%	-17%	·

Other results
SMILES	Tau FP inhib	RGS12 GoLoco inh	JMJD2E inh	Tau ThT inhib	RECQ1 helicase	TRb-SRC2 inh	TR SRC2 fluor cs	L3MBTL1 block
Cc1ccc(S(=O)(=O)N[C@H]2COC(=O)[C@H](C)COC(=O)C/C=C\[C@H]2C)cc1	-6%[11.6 µM]	·	·	-8%[11.5 µM]	-5%[11.5 µM]	2%[11.2 µM]	1%[11.2 µM]	·
CCOc1ccc(CNC(=O)c2ccc3c(c2)sc2nc(-c4ccccc4)cn23)cc1	4%	·	·	3%	·	-6%	-2%	·
CC1=CC(=O)[C@@H]2C[C@H]1C2(C)C	-3%	5%	5%	-7%	7%	4%	-2%	·
CN(C)CC(C)(C)CNS(=O)(=O)c1ccc(Cl)cc1	-4%	9%	-4%	-8%	-1%	4%	-2%	·
CCOCCCNC(=O)c1ccc2c(=O)n(Cc3ccc(OC)cc3)c(=O)[nH]c2c1	7%	-18%	-22%	-4%	-11%	-9%	7%	?
COc1cc(C(=O)OCC#N)ccc1OCc1c(C)noc1C	0%	1%	-4%	-7%	-10%	0%	-4%	2%
O=C(NC1CCCCC1)C(=S)NCCc1ccccc1	-3%	-6%	1%	-1%	14%	-3%	-4%	0%
Cc1cc(Oc2ccc(Cl)cc2)nc(-c2ccccc2O)n1	-2%	-31%	4%	-4%	5%	-10%	-1%	-17%[11.4 µM]

A portion of the library; count on the stated rates, not on these rows.
